Compound activity deposited in PubChem by Sanford-Burnham Center for Chemical Genomics.
tim10-1 inh: growth inhibitors of tim10-1 mutant yeast, primary screen, luminescence, uHTS | S. cerevisiae tim10-1 ts strain growth, BacTiter-Glo, 24 h | inhibition, % at 20 µM | 330,000 tested, 2.2% active;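 active = inhibition of at least 40%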;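 note: mutant grown at 25 °C; 0% = DMSO wells with yeast and 100% = wells holding no yeast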
TIM10 inh: growth inhibitors of isogenic TIM10 control yeast, primary screen, counter-screen for tim10-1 yeast inhibitor project, luminescence, uHTS; S. cerevisiae TIM10 strain growth, BacTiter-Glo luminescence, 24 h; inhibition, % at 10 µM; 330,000 tested, 1.4% active; AID 463195, 2010;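 active = inhibition of 40% or more at the single tested concentration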;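 note: wild-type TIM10 isogenic control strain grown at permissive 25 °C; 0% = DMSO yeast wells and 100% = minimal medium wells without yeast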
APOBEC3G inh: APOBEC3G DNA deaminase inhibitors, primary screen, biochemical, fluorescence, single-stranded DNA substrate, uHTS; recombinant A3G, ssDNA deamination FAM/TAMRA fluorescence; inhibition, % at 20 µM; 330,000 tested, 0.28% active; AID 493012, 2011;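 active = inhibition of at least 40% at 20 µM, with no more than 30% in the related APOBEC3A deaminase screen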;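 note: plate controls were DMSO wells with A3G for no effect and wells lacking A3G enzyme for full effect; some compounds called inactive have numbers as strong as hits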
Target sequence (Q9HC16 whole entry, looked up): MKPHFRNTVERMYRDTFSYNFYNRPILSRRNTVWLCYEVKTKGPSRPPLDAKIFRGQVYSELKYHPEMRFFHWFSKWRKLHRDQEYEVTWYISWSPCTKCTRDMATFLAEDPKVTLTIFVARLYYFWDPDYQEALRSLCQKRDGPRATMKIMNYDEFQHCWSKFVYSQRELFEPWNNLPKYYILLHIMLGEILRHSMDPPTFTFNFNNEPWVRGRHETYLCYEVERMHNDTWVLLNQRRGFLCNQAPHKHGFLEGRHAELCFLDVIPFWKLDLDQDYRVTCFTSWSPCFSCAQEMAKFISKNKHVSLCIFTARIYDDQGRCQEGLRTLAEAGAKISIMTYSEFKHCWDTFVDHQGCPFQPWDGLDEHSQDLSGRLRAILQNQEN
mIAP activ: activators of mouse IAP, primary screen, biochemical, luminescence, uHTS | muIAP, CDP-Star luminescence, 30 min; hits give high values; 1 = vehicle-only enzyme signal, 0 = enzyme-free wells | activation factor at 10 µM | intestinal alkaline phosphatase [Mus musculus] | AID 2805, 2010 | 330,000 tested, 0.24% active;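 active = activation factor of at least 2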; note: the source names both 10 and 20 µM as test concentration; values of inactives mirror those of a sister screen read the other way
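Assay system: mouse IAP enzyme / Compound: DMSO-dissolved test compounds / Timing: 30 min, room temperature / Measured by: luminescence from enzymatic CDP-Star hydrolysis / Control set: DMSO-only wells, enzyme-free buffer wells as negative control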
NALP3 yeast inh: NALP3 inflammasome inhibitors in reconstituted yeast, primary screen, luminescence, uHTS | Yeast reconstituted NLRP3/ASC/caspase-1, beta-gal luminescence, 24 h | inhibition, % at 10 µM | 330,000 tested, 0.39% active | AID 2825, 2010;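 active = inhibition of 50% or more; inactive = inhibition below 50%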;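 note: plate controls were induced DMSO wells for no effect and uninduced yeast grown without galactose for full effect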
mIAP inh: inhibitors of mouse IAP, primary screen, biochemical, luminescence, uHTS | purified mouse IAP, CDP-Star luminescence, 30 min | inhibition, % at 10 µM | 330,000 tested, 0.2% active | AID 2806, 2010;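 active = inhibition of at least 40% at 10 µM in the primary screen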;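 note: plate controls were DMSO with enzyme for no effect and no enzyme wells for full effect; values of inactives mirror those of a sister screen read the other way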
MIN6 prolif: inducers of MIN6 beta-cell proliferation, primary screen, ATP luminescence, uHTS; AID 2380, 2010; proliferation, % at 10 µM; MIN6 cells proliferation, ATPlite luminescence, 48 h; cells starved in 0.2% serum; 100% = growth in 10% serum; 330,000 tested, 0.29% active;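 active = compounds whose signal lies at least 3.5 SD above the mean of all wells on their plate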;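 note: 0% = DMSO-treated cells in low-serum medium and 100% = 10% serum control; some compounds called inactive have numbers as strong as hits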
hIAP block: human IAP inhibitors, primary screen, biochemical, luminescence, uHTS; Intestinal-type alkaline phosphatase (Homo sapiens), P09923; purified IAP, CDP-Star luminescence, 30 min; inhibition, % at 10 µM; 330,000 tested, 0.12% active;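 active = inhibition reaching a set limit with compound at 10 µM in the primary screen, cut at about 35% in these data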;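 note: plate controls were DMSO wells with enzyme for no effect and no-enzyme buffer wells for full effect; values of inactives mirror those of a sister screen read the other way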
Target sequence (P09923 whole entry, looked up): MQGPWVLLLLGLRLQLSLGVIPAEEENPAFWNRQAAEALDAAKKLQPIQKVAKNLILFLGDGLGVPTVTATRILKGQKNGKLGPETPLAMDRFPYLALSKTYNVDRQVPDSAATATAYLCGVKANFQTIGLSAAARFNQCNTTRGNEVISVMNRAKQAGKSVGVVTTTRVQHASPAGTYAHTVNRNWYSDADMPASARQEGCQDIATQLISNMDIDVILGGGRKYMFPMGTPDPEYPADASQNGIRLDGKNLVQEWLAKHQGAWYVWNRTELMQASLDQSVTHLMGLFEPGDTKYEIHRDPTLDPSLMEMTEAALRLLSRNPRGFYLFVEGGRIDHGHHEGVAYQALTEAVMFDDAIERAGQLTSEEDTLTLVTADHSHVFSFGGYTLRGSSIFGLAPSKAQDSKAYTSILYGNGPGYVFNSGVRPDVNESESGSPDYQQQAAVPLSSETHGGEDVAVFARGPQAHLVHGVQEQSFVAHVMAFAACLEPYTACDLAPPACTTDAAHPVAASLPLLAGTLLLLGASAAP
A3A deaminase: APOBEC3A ssDNA deaminase inhibitors, primary screen, selectivity assay for APOBEC3G inhibitor project, biochemical, FAM/TAMRA oligo cleavage fluorescence | DNA dC->dU-editing enzyme APOBEC-3A (Homo sapiens), P31941 | recombinant A3A, FAM/TAMRA ssDNA deamination fluorescence | inhibition, % at 20 µM | 330,000 tested, 0.41% active;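 active = at least 40% inhibition at 20 µM here, with at most 30% in a related deaminase screen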;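 note: plate controls were A3A with DMSO for no effect and wells lacking A3A enzyme for full effect; some results filed as inactive read as strong as hits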
The depositor's hits bear a star; & = joins results of further samples.

SMILES,tim10-1 inh,TIM10 inh,APOBEC3G inh,mIAP activ,NALP3 yeast inh,mIAP inh,MIN6 prolif,hIAP block,A3A deaminase
Cc1ccc(C(C(=O)NCC2CCCO2)N(C(=O)c2snc(C(N)=O)c2N)c2ccc(F)cc2)o1 (stereo not given),15.5,10.1,-1.7,0.97,14.3,3.0,-1.0,9.7,0.0
CCCCNC(=O)/C(C#N)=C/c1ccc(C(=O)OC)cc1,20.8,10.4,-0.2,0.972,0.3,2.8,-3.2,2.6,0.6
COc1ccccc1N1CCN(CC(=O)NCc2ccc(Cl)cc2)CC1,-3.2,3.3,-3.2,1.03,0.4,-3.2,-1.7,-21.9,0.4
COc1cccc(NC(=O)CSc2c3c(nc4ccccc24)CCCC3)c1,42.6*,31.2,-1.7,0.825,2.6,17.5,0.0,12.7,8.5
Cc1ccc(NC(=O)COc2coc(CN3CCc4ccccc43)cc2=O)c(C)c1,15.9,-0.3,-5.9,0.973,20.2,2.7,-1.3,-6.2,1.8
O=C(NCc1ccco1)C12CC3CC(CC(C3)C1)C2,23.7,4.4,3.3,0.978,23.1,2.2,-1.3,-12.7,-2.5
COC(=O)c1ccc(COc2ccccc2/C=C(\C#N)C(=O)Nc2ccc(C)cc2C)cc1,19.3,12.2,-8.7,0.924,17.8,7.6,-1.2,-6.3,4.9
CC(=O)c1ccc(Oc2ccc(C(C)=O)cc2)cc1,-8.0,2.3,2.5,0.945,24.8,5.5,-2.7,-22.2,1.7
O=[N+]([O-])c1cc(NCCO)c(N2CCCCCC2)c2nonc12,15.4,14.4,-6.9,0.958,13.8,4.2,-2.0,15.9,2.6
CCCn1c(N)c(N(CCOC)C(=O)C2CCCC2)c(=O)[nH]c1=O,-3.5,-0.4,-4.3,0.874,3.4,12.6,-4.5,3.3,-2.0
CCC(CNC(=O)c1c(C)nn(-c2ccccc2)c1Cl)c1ccccc1 (stereo not given),-13.7,12.6,-10.4,1.04,22.0,-3.6,-3.7,6.0,-2.7
Cc1ccc(NS(=O)(=O)c2ccc(C)c(C(=O)N3CCN(C)CC3)c2)cc1,3.2,-14.7,-0.3,1.04,-1.1,-3.6,-1.6,-5.7,1.5
CSCCC(C)N1CCC(Oc2ccc(C(=O)N3CCCC3)cc2)CC1 (stereo not given),-14.2,9.5,-4.0,1.03,19.2,-2.7,-1.3,-5.7,-0.2
Cc1ccc(S(=O)(=O)CCC(=O)N(Cc2nnc(-c3ccc(Cl)cc3)o2)C2CC2)cc1,28.5,14.7,-1.1,0.9,-7.1,10.0,-6.8,-9.2,8.8
Cc1ccccc1C1C(C#N)=C2NC(=O)c3c(sc4c3CCCCC4)N2C2=C1C(=O)CC(C)(C)C2 (stereo not given),45.9*,28.5,-11.7,0.847,-0.9,15.3,-6.0,-7.8,-7.8
O=C(NNC(=O)C1CCN(S(=O)(=O)c2ccc(Cl)cc2)CC1)c1ccc(Cl)cc1,7.3,5.3,-5.1,1.07,7.8,-6.9,2.1,-30.4,-3.2
COc1ccc(OC)c(-c2csc(NC(=O)COC(=O)c3ccc(NC(=O)CC#N)cc3)n2)c1,-5.1,0.5,-5.2,0.974,7.1,2.6,-2.5,21.7,-1.1
CCOC(=O)CC(NS(=O)(=O)c1ccc(NC(C)=O)cc1)c1ccc(OCC)cc1 (stereo not given),13.6,-12.0,-0.9,0.996,-11.1,0.4,1.3,8.2,-0.8
CCOC(=O)c1cc2c(OC)ccc(OC)c2n1CC(=O)c1ccccc1,13.7,-6.8,-3.0,0.927,11.1,7.3,-3.0,22.1,1.6
O=C(NNC(=O)c1cc2ccccc2oc1=O)c1ccccc1,-0.5,-22.9,6.0,0.912,15.1,8.8,-3.5,-9.2,-1.1
O=C(Nc1ccccc1Cl)O/N=C/c1ccncc1,3.7,15.9,1.5,1.05,-2.6,-4.6,-0.9,1.8,8.4
C1CCCCCC(NCCN2CCNCC2)CCCCC1,-99.7,-248.3,-3.9,1.08,-10.6,-8.1,-3.9,-9.4,-6.9
O=C(NC1CC1)C1Nc2ccc(OC(F)(F)F)cc2C2C=CCC12 (stereo not given),36.9,12.4,-17.5,0.992,9.5,0.8,-4.8,-14.0,-2.6
O=C(O)C1CCN(Cc2ccccn2)CC1,5.9,3.6,0.2,0.997,13.6,0.3,-0.5,12.0,0.4
C=CCn1c(Cc2csc(N)n2)nnc1SCC(=O)OCC,7.0,-1.8,1.1,0.748,13.6,25.2,-2.1,-10.9,7.3
O=C(Cc1ccccc1[N+](=O)[O-])N1CCOCC1,2.7,0.8,-3.6,1.08,1.7,-8.2,0.2,17.3,-6.4
COc1ccc(CCN(C)C(=O)CSc2nccn2C)cc1OC,16.0,3.3,-5.5,0.922,-2.0,7.8,3.4,12.5,-0.8
CC(C)C1C(C#N)=C(N)Oc2n[nH]c(-c3ccc4ccccc4c3)c21 (stereo not given),36.1,25.3,-6.2,1.14,1.8,-14.3,-4.3,0.9,-5.4
O=C(Cc1ccccc1)NCC(=O)OC(c1ccccc1)c1ccccc1,21.5,32.5,-6.6,1.1,-16.0,-9.6,0.9,-4.0,-5.3
Cc1oc(-c2cccs2)nc1CS(=O)CC(=O)NCCc1ccccc1 (stereo not given),18.5,4.8,-3.3,1.05,3.8,-5.5,-1.8,5.3,-3.4
COc1ccccc1CC(NC(C)=O)C(=O)NC1CCN(C(=O)NCc2ccccc2)CC1 (stereo not given),20.2,-9.6,3.8,1.01,-16.4,-0.9,-2.6,-20.3,-6.6
C(=N\NCc1ccccc1)/c1ccc2ncccc2c1,13.7,0.3,-4.7,1.1,-11.1,-10.3,-2.0,-6.3,-2.2
Cc1onc(-c2c(F)cccc2Cl)c1C(=O)Nc1nccs1,13.0,19.3,-4.7,1.1,-4.8,-10.5,-2.2,-15.2,-0.9
COc1ccc(N2CCN(CCCNC(=O)C(=O)c3c[nH]c4ccccc34)CC2)cc1,9.0,12.6,-5.5,0.871,19.3,12.9,-2.6,-0.6,0.9
COc1cc(/C=N/NC(=O)c2ccncc2)ccc1O,15.2,10.1,-1.8&-4.1,1.1,-18.5,-4.5,0.8,-12.8,0.1&-6.7
COc1ccc(C2=NOC(Cn3nc(-c4ccccc4)cc3C(=O)NCc3ccccc3OC)C2)cc1 (stereo not given),21.5,-5.8,-7.8,2.07*,20.8,-106.7,-5.4,0.1,-1.6
CCOc1ccc(CN(C)C(=O)[C@H](C)NC(=O)c2ccco2)cc1OC,4.3,12.3,-7.4,1.02,0.9,-2.4,-0.6,-2.3,-1.6
CCCCN(C)S(=O)(=O)c1ccc(C(=O)N(CCN(C)C)c2nc3ccc(C)cc3s2)cc1,25.1,7.8,-1.3,0.959,7.2,4.1,-1.6,11.0,-1.0
CC(Nc1cc(N2CCNCC2)ccc1[N+](=O)[O-])c1ccccc1 (stereo not given),0.4,6.1,-9.5,0.863,1.3,13.7,-5.3,18.4,-2.7
Cc1cccc(CS(=O)(=O)c2ncc(Cl)c(C(=O)Nc3c(C)cccc3C)n2)c1,46.2*,8.7,0.7,0.934,6.9,6.6,-6.9,28.4,-0.2
COc1ccc(NC(=O)CN(C)CC(=O)NCCc2ccc(F)cc2)cc1,1.8,-3.5,-13.4,0.908,-1.3,9.2,0.9,-7.5,-4.8
CC(Oc1ccc(Br)cc1)C(=O)NC1CCN(Cc2ccccc2)CC1 (stereo not given),-6.2,-14.8,-7.5,1.02,15.2,-1.8,0.5,0.5,2.7
COc1ccc(NC(=O)CCC(=O)N/N=C/c2cccnc2)cc1,15.1,-0.8,-0.2,0.925,-6.5,7.5,-1.6,-8.7,-2.3
CN(C)c1ccccc1C(=O)N1CCCC(Nc2ccc(F)cc2)C1 (stereo not given),10.1,6.3,6.4,1.11,9.8,-10.9,1.5,3.0,-1.1
O=c1cc(Cl)[nH]c(=O)n1Cc1ccc(F)cc1,-2.3,4.9,3.3,1,9.7,0.0,-0.2,-10.4,-0.9
CC1CCN(C2=C(NS(=O)(=O)c3ccc(Cl)cc3)C(=O)c3ccccc3C2=O)CC1,40.1*,28.5,-6.3,0.88,-2.6,12.0,-5.9,-2.2,-0.3
O=C(NCc1ccccc1)c1cccc(S(=O)(=O)N2CCCCC2)c1,7.0,5.6,-9.2,0.956,7.7,4.4,-0.5,12.5,-1.1
COc1cccc(-c2cc(C(=O)N3CCN(c4ncccn4)CC3)c3ccccc3n2)c1,21.4,21.2,2.6,1.01,4.3,-0.7,-3.6,-7.5,7.5
Cc1nnc(SC(C)C(=O)Nc2ccc3c(c2)OCCO3)s1 (stereo not given),11.8,2.0,0.7,1.04,1.6,-4.0,-4.3,-20.2,1.3
CCOc1ccc(C(=O)c2nc3c(n2O)CCCCC3)cc1,18.2,5.2,-5.4,1.13,-2.9,-13.2,2.9,-1.5,-1.5
O=C(NCCCl)NNC(=O)c1cc2ccccc2cc1O,0.3,11.6,0.5,0.937,13.5,6.3,1.0,-7.8,0.1
CCCC(=O)Nc1ccc(Cl)c(NC(=O)c2ccc(Br)o2)c1,32.2,34.7,-4.5,1.09,17.2,-8.7,1.2,-7.5,0.4
COc1cccc(N2C(=O)CC(N3CCC(c4nc5ccccc5[nH]4)CC3)C2=O)c1 (stereo not given),12.3,17.0,-6.6,0.961,-4.7,3.9,-1.9,16.4,-0.2
COc1cc(C(=O)NCC2CCCO2)ccc1OCc1ccccc1 (stereo not given),12.8,-2.0,-3.8,0.969,21.7,3.1,-2.6,4.4,-0.4
O=C(NCC(=O)N(c1cccnc1)C(C(=O)NC1CCCCC1)c1cccnc1)c1ccco1 (stereo not given),2.9,-14.5,33.8,1.08,2.8,-7.6,-1.8,11.6,-1.6
COc1ccc(NS(=O)(=O)c2cccc(C(=O)NCC(c3ccco3)N3CCCC3)c2)cc1 (stereo not given),-33.4,-18.9,-7.3,0.98,5.0,2.0,-1.1,2.5,-2.0

2 records drawn at random from those above:
SMILES,tim10-1 inh,TIM10 inh,APOBEC3G inh,mIAP activ,NALP3 yeast inh,mIAP inh,MIN6 prolif,hIAP block,A3A deaminase
COc1cc(C(=O)NCC2CCCO2)ccc1OCc1ccccc1 (stereo not given),12.8,-2.0,-3.8,0.969,21.7,3.1,-2.6,4.4,-0.4
COc1ccc(NS(=O)(=O)c2cccc(C(=O)NCC(c3ccco3)N3CCCC3)c2)cc1 (stereo not given),-33.4,-18.9,-7.3,0.98,5.0,2.0,-1.1,2.5,-2.0
